SDO1 yeast rescue: restores growth of sdo1-depleted yeast. z-score at 10 µM. AID 817. S. cerevisiae sdo1-depleted JHY4D growth rescue, OD600 30 h; stronger effect = higher value; pdr5 snq2 efflux-pump mutant strain. 140,000 compounds, 0.21% hits;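 active = z-score above 3 at both the 24 hr and the 30 hr optical density reads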;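 also: z-score against mean and SD of all compound wells on the same plate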
INS promoter inh: TRM-6 insulin promoter activity inhibition | TRM-6 cells (human fetal islet line), insulin promoter-eGFP reporter, imaging; reporter expression induced with tamoxifen | inhibition, % at 2 µM | 130,000 compounds, 0.9% hits | AID 1273;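 active = inhibition above the mean plus 3 SD, with well images judged a real hit on visual review, cut at about 60% in these data, passing the limit was not always enough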
SDO1 yeast rescue Rescue 24 h: recorded beside SDO1 yeast rescue, whose call it bears; z-score; S. cerevisiae sdo1-depleted JHY4D growth rescue, OD600; measured here: growth rescue at 24 h;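 0 is the plate mean of compound wells and units are plate SD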
Active calls of the source: *; . = no result given.

Under each structure: SDO1 yeast rescue	SDO1 yeast rescue Rescue 24 h	INS promoter inh
1) COCCNC(=O)C(OC(=O)c1cccs1)c1ccccc1 (stereo not given)
    0.3	-0.38	.
2) C1CCCN(CCCCN2CCCCCC2)CC1
    0.2	-0.8	-21.4
3) CCOC(=O)c1[nH]c2ccccc2c1NC(=O)c1ccc2c(c1)OCO2
    0.96	1.06	.
4) CCN(CC)c1nc(-c2ccccc2)cc(C(F)(F)F)c1C#N
    0.38	0.63	3.1
5) CCOc1ccc(-n2cc(-c3ccccc3)c3c(N4CCOCC4)ncnc32)cc1
    .	.	-20.0
6) CCCCNC(=O)CN(c1cccc(F)c1)S(C)(=O)=O
    1.38	0.94	71.4
7) Cc1c(C(=O)NCCN2CCOCC2)oc2ccc(S(=O)(=O)N3CCCCCC3)cc12
    0.25	-0.87	8.7
8) Cc1ccc(-n2nnnc2SCC(=O)Nc2cccnc2Cl)cc1
    0.45	0.55	36.4
9) CC(NC(=O)c1nn(C)c(=O)c2ccccc12)c1ccc(F)cc1 (stereo not given)
    -0.79	-0.57	.
10) COCc1nnc(NC(=O)c2cccs2)s1
    -0.18	-0.4	-2.9
11) CCOC(=O)NC1(C(F)(F)F)NC(=O)N(c2cccc(C(F)(F)F)c2)C1=O (stereo not given)
    -0.13	0.17	3.3
12) N#CCCN(C1CCCCC1)S(=O)(=O)c1cccc2nsnc12
    -0.43	-0.45	-6.2
13) CC1(C)CC(=O)C2=C(C1)Nc1ncnn1C2c1cccs1 (stereo not given)
    .	.	50.0
14) O=C(CCN1C(=O)/C(=C/c2ccc3c(c2)OCO3)SC1=S)NNC(=O)c1cccnc1
    .	.	66.7
15) Cc1ccc(C2CC(=O)N3CN(c4ccc(Br)cc4)CSC3=C2C#N)o1 (stereo not given)
    0.96	0.46	6.9
16) CCNC(=O)N(C)c1nncnc1C(=O)NC
    0.54	0.46	-33.3
17) N#Cc1c(-c2ccc(Br)cc2)nc2n(c1=O)CCCS2
    -0.73	-0.69	38.5
18) O=C(Cc1cccs1)N/N=C/C(Br)=C/c1ccccc1
    -0.8	-0.15	.
19) CN([C@@H](Cc1ccc(OS(=O)(=O)c2cccc3cnccc23)cc1)C(=O)N1CCN(c2ccccc2)CC1)S(=O)(=O)c1cccc2cnccc12
    -1.42	0.57	-66.7
20) COc1ccccc1N1CCN(C(=O)c2ccc(Cl)c(S(=O)(=O)NCc3ccco3)c2)CC1
    -0.37	-0.29	0.0
21) Cc1ncc(S(=O)(=O)c2ccccc2)c(-c2ccc(Cl)cc2Cl)n1
    -0.46	-0.32	-14.6
22) O=C(CN1CCC(n2nnc3cc(C(F)(F)F)ccc32)CC1)Nc1ccc2c(c1)OCCO2
    -0.73	-0.83	27.3
23) CC(=O)/C(=N\Nc1ccc(Cl)cc1Cl)Sc1nnc(-c2ccccc2)n1-c1ccccc1
    -0.55	0.76	.
24) COc1ccc(CNC(=S)Nc2cccc(C)c2C)cc1
    -0.27	-0.56	0.0
25) COC(=O)c1ccc(NS(=O)(=O)c2ccc3c(c2)oc(=O)n3C)cc1
    -1.3	-1.27	.
26) Cc1cc(C2C(C#N)=C(N)OC3=C2C(=O)CC(C)(C)C3)c(C)s1 (stereo not given)
    0.46	-0.03	5.7
27) COc1ccc(-n2nc(C(=O)NCC(=O)NCC3CCCO3)c3ccccc3c2=O)cc1 (stereo not given)
    1.53	0.59	-40.0
28) C1CNCCOCCNCCN1
    -0.11	-0.52	13.3
29) COc1ccc(CNC(=O)C(C#N)c2nc3ccccc3nc2N2CCCC2)cc1 (stereo not given)
    -0.77	0.75	.
30) Cc1cc(C)nc(N2N=C(c3ccccc3)CC2=O)n1
    .	.	-109.1
31) C=CCSc1nnc(C)n1-c1ccc(Cl)cc1
    1.14	-0.05	50.0
32) Cc1noc(NC(=O)c2ccc(F)cc2)c1C#N
    0.01	-0.26	3.3
33) CCOc1ccc(N(CC(=O)Nc2nccs2)S(=O)(=O)c2c(C)noc2C)cc1
    -1.99	-1.52	.
34) O=C(Nc1ccc(F)cc1F)N1CCN(c2ncccn2)CC1
    0.02	-0.52	-57.1
35) Nc1ccccc1Nc1cc(-c2ccccc2)nn1-c1ccccc1
    0.03	0.39	-191.2
36) Cc1cc(C)c(C)c(OCCOCCN2CCN(C)CC2)c1
    0.26	-0.32	7.7
37) C=CCSC1=N/C(=C\c2sccc2C)C(=O)S1
    0.11	-0.31	57.7
38) CON(C)c1nc(OCCNC(=O)OCc2ccc(Cl)cc2Cl)nc(N(C)C)n1
    -1.01	-1.01	-128.6
39) CSCC[C@H](NC(=O)COc1ccc(Cl)cc1)c1nc2ccccc2[nH]1
    -0.46	-1.09	14.3
40) Cc1ccc(-n2c(Cc3cccn3C)nnc2SCC(=O)N2CCc3ccccc32)cc1
    -1.59	-0.88	-50.0
41) CC(=O)C1=C(C)NC(SCC(N)=O)=C(C#N)C1c1cccs1 (stereo not given)
    0.31	-0.82	13.5
42) COC(=O)C1=C(C)N(CCc2ccc(OC)c(OC)c2)C(=O)/C1=C\c1ccc(O)cc1
    -0.22	-0.92	60.0
43) Cc1csc(NC(=O)CCS(=O)(=O)c2ccc(Br)cc2)n1
    -0.47	-0.27	-30.0
44) CC(C)(C)NC(=O)C12CC3CC(CC(Cl)(C3)C1)C2
    0.28	-0.15	.
45) CCOc1ccc(Cc2c(Cl)nc(N)nc2Cl)cc1
    -0.4	-0.37	-25.0
46) CC(/C=C/c1ccccc1)=N/NC(=O)CCC(=O)Nc1ccccc1C
    -1.07	-0.3	.
47) CC(=O)c1cnc(Nc2nc(C)c3cc(C)ccc3n2)nc1C
    .	.	3.2
48) COc1cc2c(C(=O)NCc3ccccn3)cn(C)c(=O)c2cc1OC
    0.87	0.44	-74.2
49) CCOC(=O)N1CCC(N2C(=O)c3ccc(C(=O)NCc4ccc(F)cc4)cc3C2=O)CC1
    0.42	-0.38	.
50) O/N=C/c1cn(-c2ccccc2)nn1
    .	.	-11.1
51) Cc1ccc(-n2c(N)c(C(=O)N3CCCCC3)sc2=S)cc1
    -0.1	0.31	17.2
52) CC(C)(C)NC(=O)CSc1nncn1NCc1cccc2ccccc12
    0.34	-0.61	-33.3
53) CCN(Cc1cc2cc(C)ccc2[nH]c1=O)C(=O)c1cccc(OC)c1
    0.43	0.24	.
54) CCOC(=O)c1ccc(NC(=O)CSc2nnc(C3CC3)n2CC)cc1
    -0.3	-0.87	-113.8
55) Cn1c(Cn2c(=O)sc3ccccc32)nnc1SCc1cccnc1
    0.59	0.03	.
56) O=C(Nc1nc(-c2cccnc2)cs1)c1ccccc1Cl
    .	.	28.6
57) Cc1sc(NC(=O)CSc2nnc(-c3ccc(F)cc3)o2)c(C#N)c1C
    -0.28	0.81	-9.1
58) Cc1nc2ccc(S(=O)(=O)NCC(=O)N3CCCC(C)C3)cc2s1 (stereo not given)
    -0.26	-0.07	72.7*
59) OCC1N=C(c2ccccn2)OC1c1ccccc1 (stereo not given)
    0.33	0.08	0.0
60) CCOc1ccc(NC(=O)Nc2ccc3c(c2)N(C)C(=O)CS3)cc1
    -0.31	-0.31	-14.3

Entries of single compounds, looked up by structure. Screens in order: SDO1 yeast rescue, SDO1 yeast rescue Rescue 24 h, INS promoter inh
CC(/C=C/c1ccccc1)=N/NC(=O)CCC(=O)Nc1ccccc1C as listed: -1.07, -0.3, .
Cn1c(Cn2c(=O)sc3ccccc32)nnc1SCc1cccnc1 as listed: 0.59, 0.03, .
Cc1nc2ccc(S(=O)(=O)NCC(=O)N3CCCC(C)C3)cc2s1 (stereo not given) as listed: -0.26, -0.07, 72.7*
CCOc1ccc(NC(=O)Nc2ccc3c(c2)N(C)C(=O)CS3)cc1 as listed: -0.31, -0.31, -14.3

Following part:
Under each structure: SDO1 yeast rescue	SDO1 yeast rescue Rescue 24 h	INS promoter inh
61) CCc1noc(C)c1C(=O)Nc1sc(C(=O)N(C)C)c(C)c1C(=O)OC
    0.16	-0.14	38.1
62) O=C(CSc1nnnn1C1CCCCC1)NCc1ccccc1
    -1.01	-0.89	50.0
63) O=C(COC(=O)CCCN1C(=O)c2ccccc2C1=O)Nc1cc(Cl)cc(Cl)c1
    -0.82	0.25	-42.9
64) COc1ccc(OC)c(NC(=O)CCn2cccc2)c1
    0.43	0.82	-36.4
65) COc1ccc(OC)c(CN(CCN2CCOCC2)C(=O)Nc2cccc(Cl)c2)c1
    0.83	0.45	11.4
66) Brc1cccc(-c2nnc(SCc3ccon3)n2-c2ccccc2)c1
    -1.88	-1.11	.
67) CN(C)C(=O)Nc1ccc(F)cc1F
    0.73	1.06	38.9
68) CC(C)SCc1nc2ccccc2[nH]1
    -0.51	-0.98	.
69) CSc1cccc(NC(=O)CSc2ccc(C)cc2)c1
    0.12	0.42	6.7
70) O=C(Cn1cnc2ccccc2c1=O)N1CCN(Cc2ccc3c(c2)OCO3)CC1
    0.17	-0.1	-30.4
71) Cc1cccc(C)c1Nc1nnc(SC/C(O)=C(\C#N)c2nc3ccccc3[nH]2)s1
    -0.72	-0.95	-20.0
72) Cn1ccc(-c2cc(C(=O)O)c3ccccc3n2)n1
    .	.	7.7
73) Cc1cc2nnc(SC3CCOC3=O)n2c2ccccc12 (stereo not given)
    1.2	0.31	.
74) Cc1ccc(-n2c([S-])c(C(=O)NC(C)c3ccccc3)[n+]3ccccc23)cc1 (stereo not given)
    .	.	-14.3
75) O=C(NC(=S)Nc1ccccc1N1CCCC1)c1ccc(-c2cccc([N+](=O)[O-])c2)o1
    0.47	0.71	-5.7
76) Cc1cc(C)n(Cc2ccc(NC(=O)c3nn(C)cc3[N+](=O)[O-])cc2)n1
    0.88	0.87	64.3
77) Cc1ccc(C)c(NC(=S)N2CCC(c3nc4ccccc4s3)CC2)c1
    -1.36	-1.19	10.0
78) CCOC(=O)C(NC(C)=O)(Nc1ccc(S(N)(=O)=O)cc1)C(F)(F)F (stereo not given)
    0.78	1.36	-30.0
79) Cn1c(C(C#N)C2=C(Cl)C(=O)N(c3ccccc3)C2=O)nc2ccccc21 (stereo not given)
    0.94	0.24	.
80) COc1ccc(C(=O)OCCNC(=O)c2ccncc2)cc1OC
    1.84	2.24	.
81) COc1ccccc1-c1noc(-c2ccccc2C(=O)N2CCOCC2)n1
    -0.07	-0.52	41.7
82) O=C(Nc1ccc(-c2cn3c(n2)SCC3)cc1)c1ccc2c(c1)OCO2
    .	.	50.0
83) CCc1nnc(NC(=O)CSc2nc3c(C)cccc3[nH]2)s1
    0.9	0.99	-21.4
84) Brc1ccc(Oc2nnnn2-c2ccccc2)cc1
    -1.33	-1.11	.
85) C=CCn1c(=NC(=O)c2ccc(S(=O)(=O)N3CCCc4ccccc43)cc2)sc2cc(S(N)(=O)=O)ccc21
    -0.73	0.01	-31.2
86) Cc1ccc(S(=O)(=O)N(CC(O)CN2CCCC2)c2ccccc2)cc1 (stereo not given)
    1.82	2.13	.
87) S=c1nc(-c2ccccc2Br)[nH][nH]1
    0.59	-0.16	4.8
88) CCOc1ccc(C(=O)Nc2ccc(NC(=O)c3cccs3)cc2)cc1[N+](=O)[O-]
    -0.28	0.27	.
89) C=CCNc1oc(Cc2cccc3ccccc23)nc1C#N
    -1.22	-0.79	.
90) OC(COc1ccc2ccccc2c1Br)Cn1ccnc1 (stereo not given)
    -2.48	-1.61	41.4
91) CC(C)C(C(=O)O)N1C(=O)/C(=C/C=C/c2ccco2)SC1=S (stereo not given)
    -0.24	-0.03	40.0
92) CNC1=C([N+](=O)[O-])CC([N+](=O)[O-])=C(N2CCNCC2)N1C
    .	.	-54.5
93) CC(C)c1nnc(NC(=O)CCS(=O)(=O)c2nc(-c3cccs3)cc(C(F)(F)F)n2)s1
    -0.96	-0.97	.
94) CCOC(=O)C1(Cc2ccccc2)CCCN(Cc2ccc(OCCO)cc2)C1 (stereo not given)
    .	.	-38.9
95) CC(=O)c1cccc(NC(=O)NC(C)C2CCCO2)c1 (stereo not given)
    0.25	0.14	22.2
96) CCn1c(SCc2ccc([N+](=O)[O-])cc2)nnc1C(C)NC(=O)c1ccc(C)cc1 (stereo not given)
    1.81	1.4	.
97) COc1ccc(-c2nc(-c3ccc(Br)o3)no2)cc1
    0.28	2.27	.
98) O=c1[nH]cnc2scc(-c3ccc(-c4ccccc4)cc3)c12
    -1.07	0.05	-38.7
99) COc1ccc(S(=O)(=O)n2nc(C)cc2C)c(C)c1C
    -0.75	-0.4	7.1
100) O=C(NCc1ccc2c(c1)OCO2)c1cccc(Cl)c1
    0.83	0.53	-7.7
101) CCCn1c(=O)c2ccccc2n2c(SCCOc3ccccc3)nnc12
    -1.59	-0.71	44.4
102) O=C(NCc1ccco1)Nc1ccc(Br)cc1
    0.31	1.92	-9.7
103) CCCOc1ccc(Cc2nn3c(=O)/c(=C/c4ccco4)sc3nc2=O)cc1
    1.3	3.33	-81.8
104) CC(C)(CO)Nc1ccc([N+](=O)[O-])cc1[N+](=O)[O-]
    0.99	0.16	16.7
105) Cc1ccc(Cl)cc1NC(=O)Cn1cccc1
    0.23	-0.5	57.1
106) Cc1nc2c(-c3ccc(Cl)cc3)cnn2c2c1CCC2
    .	.	37.5

Random draw from the library; any-hit rate near 0.91%.
